ER stress surv: ER stress cell death inhibition; actives 0.33% (n = 48,000); CSM14.1 thapsigargin ER stress survival, ATP luminescence; relative survival (cellular ATP), % at 15 µg/mL (by protocol);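 active = survival measured by cellular ATP above 50% at 15 µg/ml in the first screen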;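 note: cell death triggered by about 15 µM thapsigargin; ATP read 24 h after thapsigargin was added; plate controls were thapsigargin with DMSO for no effect and DMSO without thapsigargin for full effect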
Starred values were filed as active, the others as inactive.

mol | ER stress surv
CC1=CC(C)(C)N(C(=O)C(C)N2C(=O)c3ccccc3C2=O)c2cc(C)c(C)cc21 (stereo unspecified) | 6.2
CC(=O)c1ccc(Oc2cc(-c3ccccc3)nc(-c3ccccc3)n2)cc1 | 11.3
O=C(CCc1ccccc1)Nc1ccc(OCc2ccccc2)cc1 | 8.9
C=CCNC(=O)CN(c1cccc(C(F)(F)F)c1)S(C)(=O)=O | 8.0
COC(=O)c1cccc(Nc2ncnc3ccc(Br)cc23)c1 | -4.0
COC(=O)CN(CCc1ccccc1)S(=O)(=O)c1ccc(OC)c(OC)c1 | 8.2
Cc1cccc(NC(=O)c2ccc(OC3CSC3)cc2)c1 | -14.0
Cc1ccc(C(=O)Nc2cccc(Oc3ccccc3)c2)o1 | 5.4
O=C(COc1ccc2ccccc2c1)Nc1ccc(S(=O)(=O)N2CCCCCC2)cc1 | 0.2
O=C1C(Cl)=C(N2CCOCC2)C(=O)N1c1cccc(Cl)c1Cl | -1.5
O=C(N/N=C/c1cccs1)C(=O)Nc1ccc(Br)cc1 | 24.9
Nc1cc(-c2ccc(Br)cc2)nn1-c1ccccc1 | -2.6
C=CCn1c(O)c(C2=c3ccccc3=NC2=O)s/c1=N\S(=O)(=O)c1ccc([N+](=O)[O-])cc1 | 6.9
COC(=O)Nc1ccc(S(=O)(=O)N2CCN(C)CC2)cc1 | 16.3
N#CCNC1CC(=O)N(c2ccc(Br)cc2)C1=O (stereo unspecified) | 10.0
CCOP(=O)(OCC)C(c1ccco1)N(C)C(=O)C1CC1 (stereo unspecified) | 6.0

Reprinted at random: 4 compounds from above, in no set order.
mol | ER stress surv
O=C(N/N=C/c1cccs1)C(=O)Nc1ccc(Br)cc1 | 24.9
C=CCn1c(O)c(C2=c3ccccc3=NC2=O)s/c1=N\S(=O)(=O)c1ccc([N+](=O)[O-])cc1 | 6.9
N#CCNC1CC(=O)N(c2ccc(Br)cc2)C1=O (stereo unspecified) | 10.0
O=C(COc1ccc2ccccc2c1)Nc1ccc(S(=O)(=O)N2CCCCCC2)cc1 | 0.2

New compounds follow
mol | ER stress surv
Cc1ccc(S(=O)(=O)N/N=C/c2ccc(OS(=O)(=O)c3cccc([N+](=O)[O-])c3)cc2)cc1 | -0.2
Cc1cc(C)n(C(=O)c2cc(F)c(F)cc2Cl)n1 | 0.8
CC1(C)Cc2ccccc2/C(=C(\C#N)C(=O)Nc2cccc([N+](=O)[O-])c2)N1 | 12.0
Oc1ccccc1/C=N/c1nc2ccccc2n1Cc1ccc(Cl)cc1 | -4.4
COc1ccc(S(=O)(=O)Nc2ccc(C)cc2Br)cc1 | 10.5
COc1ccc(N(CC(=O)NCc2ccccc2)S(=O)(=O)c2ccc(C)cc2)cc1OC | 1.1
COc1ccc(-c2nc3cc(NC(=S)NC(=O)c4ccccc4Cl)ccc3o2)cc1Cl | 1.5
Cc1ccc(S(=O)(=O)N(CC(=O)Nc2ccccc2C)Cc2ccccc2)cc1 | 6.7
O=C(/C=C/c1cccc(C(F)(F)F)c1)Nc1ccc(F)cc1 | -4.6
CCC1S/C(=N/N=C(/C)c2ccc(Br)cc2)NC1=O (stereo unspecified) | -3.8
CN(C)S(=O)(=O)NCCCNc1ccc([N+](=O)[O-])cc1 | 5.2
COc1cc(F)ccc1S(=O)(=O)N1CCCCCC1 | 1.9
COC(=O)c1ccc(/C=C2\SC(=Nc3cccc(Cl)c3C)NC2=O)cc1 | 6.2
COc1ccc(-n2sc3c(c2=S)-c2ccc(OC)cc2NC3(C)C)cc1 | 15.5
O=C(CCCCCN1C(=O)c2cccc3cccc(c23)C1=O)NCCCO | 8.9
O=C(NNS(=O)(=O)c1ccc(Br)cc1)[C@H]1C[C@H]1c1ccccc1 | -3.4
Cc1cc(C)cc(OCC(=O)N2CCN(c3ccccc3)CC2)c1 | 1.4
Cc1ccc(OCC(=O)NCc2ccc3c(c2)OCO3)cc1 | 16.5
Nc1cccc2c1C(=O)c1c(N)cccc1C2=O | -6.3
O=C(COc1ccc(Br)cc1)Nc1cccc(C(F)(F)F)c1 | 0.4
O=C(COc1ccccc1[N+](=O)[O-])Nc1cc(C(F)(F)F)cc(C(F)(F)F)c1 | -2.4
CCOc1cc(OCC)cc(C(=O)Nc2ccc(NC(=O)CC)cc2)c1 | 2.2
CCc1ccccc1N1C(=O)NC(=O)/C(=C\c2ccc(I)o2)C1=O | -1.4
CCOc1ccc(/C=C2\C(=O)NC(=O)N(c3ccccc3F)C2=O)cc1Cl | 1.9
O=C(c1ccccc1[N+](=O)[O-])N1CCC(Cc2ccccc2)CC1 | 1.8
c1ccc(-c2cc(N3CCCCC3)nc3ccccc23)cc1 | 2.4
O=S(=O)(Cc1ccccc1)CC(O)COCc1ccccc1 (stereo unspecified) | 11.7
Cc1ccc(OCCOCCOc2ccc(/C=c3\sc4nc5ccccc5n4c3=O)cc2)cc1 | -0.5
S=c1[nH]nc(-c2ccccc2Br)n1-c1ccccc1 | 9.3
COc1ccccc1NC(=O)c1c(NC(=O)c2cccc(C)c2)sc2c1CCCC2 | 1.4
Nc1ccc(C(c2ccccc2)c2ccc(N)cc2)cc1 | 10.3
CCOC(=O)c1cc(CC)sc1NC(=O)c1cccs1 | 12.9
CCC(Oc1ccccc1)C(=O)N1CCN(C)CC1 (stereo unspecified) | -1.6
CCN1C(=O)/C(=C\c2cccc(OCCOc3cccc(OC)c3)c2)SC1=S | 11.4
CC(=O)c1ccc(NC2=NC(C)(C)Cc3ccccc32)cc1 | 0.7
COc1cccc(C2NC(=S)NC(C)=C2C(=O)Nc2cccc(Cl)c2)c1 (stereo unspecified) | 1.3
CCNC(=O)c1c(-c2c(Cl)cccc2Cl)noc1C | 19.6
COc1cccc(C2C(C(=O)Nc3ccccc3)=C(C)N=c3s/c(=C\c4ccc(N(C)C)cc4)c(=O)n32)c1 (stereo unspecified) | 3.3
CCCC(=O)Nc1ccc(NC(=O)c2cc(Br)ccc2I)cc1 | 10.0
O=C(NCc1ccccc1)/C(NC(=O)c1ccccc1)=C1\c2ccccc2-c2ccc([N+](=O)[O-])cc21 | 7.7
CC(=O)C(Sc1ccc([N+](=O)[O-])cc1)C(C)=O | 5.7
COc1ccc(CN2CCN(C3CCCC3)CC2)c(OC)c1 | -0.7
CCN(CC)c1ccc(N=Cc2ccc(C=Nc3ccc(N(CC)CC)cc3)cc2)cc1 | -1.3
Cc1c(Cl)c([N+](=O)[O-])nn1CC(=O)N1CCN(C)CC1 | 4.8
CC(/C=N\NC(=O)c1ccc2c(c1)OCO2)c1ccccc1 (stereo unspecified) | -8.6
N#Cc1ccccc1NC(=O)CSCCSCC(=O)Nc1ccccc1C#N | -1.8
COc1cc(/C=C2\N=C(c3ccc(F)cc3)OC2=O)ccc1OC(=O)c1ccccc1Cl | 3.1
NC(=O)c1c(NC(=O)c2ccccc2Cl)sc2c1CCCC2 | -3.5
Cc1ccc(C(=O)NC(C(=O)NC(C)(C)C)C23CC4CC(CC(C4)C2)C3)cc1 (stereo unspecified) | 1.9
Cc1cc(NNc2ccc(Cl)cc2)c(C(N)=O)c(C)n1 | -7.7
C#Cc1cccc(NC(=O)C(C)(C)C)c1 | 0.3
COc1ccc(-c2cc(C(F)(F)F)n3ncc(C(N)=O)c3n2)cc1OC | 8.8
COC(=O)CN(Cc1ccccc1)S(=O)(=O)c1ccccc1 | 3.4
COc1ccc(Cc2noc(COc3ccc(Cl)cc3)n2)cc1 | 10.8
CCOC(=O)C1=C(C(=O)OCC)SC(=C2C(=S)C(C)(C)N(C(=O)CN3C(=O)CCC3=O)c3ccc(C)cc32)S1 | 23.2
COc1ccccc1/C=C(\C#N)C(N)=O | 3.8

Brought forward from above: two entries; new compounds follow.
mol | ER stress surv
CCOC(=O)C1=C(C(=O)OCC)SC(=C2C(=S)C(C)(C)N(C(=O)CN3C(=O)CCC3=O)c3ccc(C)cc32)S1 | 23.2
COc1ccccc1/C=C(\C#N)C(N)=O | 3.8
Nc1cc(S(=O)(=O)O)cc2cccc(S(=O)(=O)O)c12 | 6.7
C=CCOc1c(Cl)cc(/C=C2\C(=O)NN(c3ccc(Cl)c(Cl)c3)C2=O)cc1OC | 0.3
COc1ccc(C2CC(=O)C3=C(C2)Nc2ccccc2NC3c2cccc(OC)c2OC)cc1OC (stereo unspecified) | 10.3
Cn1cc(C(=O)N/N=C/c2ccc(Br)cc2)ccc1=O | 15.3
CSc1nnc2c(n1)OC(c1cccc([N+](=O)[O-])c1)Nc1ccccc1-2 (stereo unspecified) | 12.4
Cc1ccccc1NC(=O)c1c(NC(=O)Cc2ccccc2)sc2c1CCCC2 | 1.5
O=C(COc1ccc2c3c(c(=O)oc2c1)CCC3)c1ccc(-c2ccccc2)cc1 | 0.0
CN(C)c1ccc(/C=N/N2C(=O)C3C(C2=O)C2C=CC3C23CC3)cc1Br (stereo unspecified) | 5.0

The listing continues.
molecule	ER stress surv
CCCOc1ccc(CCC(=O)O)cc1	2.7
COc1ccc2ccccc2c1C1C(C(C)=O)=C(C)N=c2s/c(=C\c3cccc(O)c3)c(=O)n21 (stereo unspecified)	1.7
CCN1CC2([N+](=O)[O-])C=C(C(N)=O)CC([N+](=O)[O-])(C1)C2 (stereo unspecified)	-0.8
COc1cc(/C=N\N2CCN(c3ccccc3)CC2)cc(Br)c1O	-0.2
COc1ccccc1/C=C1\SC(=S)N(C2CCS(=O)(=O)C2)C1=O (stereo unspecified)	8.2
Cc1ccc(OCCCN2CCOCC2)c(C(C)(C)C)c1	-2.2
COc1ccc(S(=O)(=O)Nc2ccc(S(=O)(=O)NC(C)=O)cc2)cc1	-1.6
O=S(=O)(Nc1ccccn1)c1cc(Cl)c(Cl)cc1Cl	11.5
COc1ccc(CCN2C(=O)/C(=C3/C(=O)N(C)c4ccccc43)SC2=S)cc1OC	7.3
COCCNC(=O)COc1ccccc1C	-0.3
Cc1nn(CC(=O)Nc2c(F)cc(F)cc2Br)c(C)c1[N+](=O)[O-]	8.1
CC1=CC(C)(C)N(C(=S)NC(=O)c2ccccc2)c2ccccc21	0.2
Cc1onc(-c2c(Cl)cccc2Cl)c1C(=O)N1CCN(c2cccc(Cl)c2)CC1	7.5
CCN1C(=O)/C(=C\c2cccc(OCCOCCOc3ccc(C)cc3)c2)SC1=S	9.4
COc1cccc(C2C(C#N)=C(N)SC(N)=C2C#N)c1	-6.0
Cc1cc(C)c(C2=C(C#N)C(N)=C(C#N)C3=CCCCCC32)c(C)c1 (stereo unspecified)	-2.5
Cc1ccccc1NC(=O)CSc1nnc(C)c2ccccc12	0.1
Cc1c(NC(=O)C(C)C)cccc1-c1nc2ncccc2o1	5.0
Cc1ccc(/C=N/Nc2nc(N3CCOCC3)nc(N3CCOCC3)n2)c(C)c1	6.2
COc1ccc(CNC(=O)CN(c2cccc3ccccc23)S(C)(=O)=O)cc1	-0.7
C=CCn1c(NCc2ccc(N(CC)CC)cc2)nc2ccccc21	-4.9
CN1CCN(/N=C2\C(=O)Nc3ccccc32)CC1	5.7
Cc1ccc(C23CC4CC(CC(C(=O)Nc5ccc(F)cc5F)(C4)C2)C3)cc1	1.2
COc1ccc(C2Nc3ccccc3C(=O)N2Cc2ccco2)cc1COc1ccc([N+](=O)[O-])c(C)c1 (stereo unspecified)	5.7
O=C1c2cc3ccccc3c(-c3ccccc3)c2C(=O)N1c1cccc(O)c1	2.9
S=c1n(CN2CCOCC2)nnn1-c1ccccc1	-0.8
O=C(Nc1ccccc1C(F)(F)F)c1nn2c(c1Cl)NC(c1ccccc1)CC2C(F)(F)F (stereo unspecified)	-1.0
O=c1oc(-c2ccc(Cl)c(Cl)c2)nc2ccccc12	5.6
CCCOC(=O)C(C)Sc1n[nH]c(=O)[nH]c1=O (stereo unspecified)	9.6
CCOc1cc(/C=N/NC(=O)c2cc(-c3ccc(Cl)cc3)n[nH]2)ccc1O	6.7
Cc1ccc(/C(N)=N/OC(=O)/C=C/c2ccccc2)cc1	-3.3
Cc1cc(OCC(=O)NCc2ccccc2Cl)ccc1Br	-1.1
CCn1cc(C(=O)O)c(=O)c2cc(F)c(N/N=C/c3ccccc3[N+](=O)[O-])cc21	3.0
Cc1nc2ccccc2n1C(=O)c1cc(Cl)ccc1Cl	-0.9
CCN(C(=O)c1ccc(Cl)c([N+](=O)[O-])c1)c1ccccc1	-7.4
COc1ccc(CNC(=O)C(=O)NCc2ccc(Cl)cc2)cc1	-5.0
Cc1ccccc1CNC(=O)CN(c1ccc(Oc2ccccc2)cc1)S(C)(=O)=O	7.2
Cc1cc(Cl)ccc1OCC(=O)NNC(=O)CC#N	3.8
O=C(Nc1ccc(Cl)c(-c2nc3ccccc3s2)c1)c1cccs1	12.8
Cc1c(Nc2nc(-c3ccccc3)c(NC(=O)c3ccccc3)s2)c(=O)n(-c2ccccc2)n1C	5.9
COc1ccc(OC)c(C2NC(=S)NC(C)=C2C(=O)OCCc2ccccc2)c1 (stereo unspecified)	-1.0
Cc1ccc(/C=C2\SC(=S)N(CC(C)C)C2=O)o1	18.5
CCN1C(=O)c2cccc3c(NC(=O)c4ccc(S(=O)(=O)N5CCOCC5)cc4)ccc1c23	3.2
COc1cccc(C(=O)Nc2ccc(I)cc2Cl)c1	-2.6
COc1ccc(/C=C2\SC(=O)N(c3cccc(O)c3)C2=O)cc1	-2.4
Cc1cc(/C=C2/NC(=O)NC2=O)c(C)n1-c1ccc(Cl)cc1	7.0
CCOC(=O)C1(C)C=C(O)C(=O)N1c1ccc(Br)cc1 (stereo unspecified)	-13.1
Cc1cc(C)nc(Nc2nc3ccccc3c(=O)[nH]2)n1	-2.6
Cc1oc2ccc(OCc3ccc(Br)cc3)cc2c1C(=O)O	2.1
Cc1ccc(OCC(=O)O/N=C(\N)c2ccc([N+](=O)[O-])cc2)c(Br)c1	2.7
O=S1(=O)CCC(NC(=S)N/N=C/c2ccc(-c3ccc(Cl)cc3Cl)o2)C1 (stereo unspecified)	5.8

Individual results from the list.
Under ER stress surv, COc1ccc(/C=C2\SC(=O)N(c3cccc(O)c3)C2=O)cc1 is entered as -2.4
Under ER stress surv, Cc1cc(C)nc(Nc2nc3ccccc3c(=O)[nH]2)n1 is entered as -2.6
Under ER stress surv, Cc1ccccc1CNC(=O)CN(c1ccc(Oc2ccccc2)cc1)S(C)(=O)=O is entered as 7.2
Under ER stress surv, Cc1cc(Cl)ccc1OCC(=O)NNC(=O)CC#N is entered as 3.8
Under ER stress surv, COc1cccc(C(=O)Nc2ccc(I)cc2Cl)c1 is entered as -2.6
Under ER stress surv, Cc1ccc(OCC(=O)O/N=C(\N)c2ccc([N+](=O)[O-])cc2)c(Br)c1 is entered as 2.7

Compound activity (PubChem)

An excerpt; rates above refer to the full screens.
